Screening data (PubChem)
Tau fluor counter = Counterscreen qHTS for Inhibitors of Tau Fibril Formation, Fluorescence Polarization; tau K18 P301L Alexa594 fluorescence, heparin fibrillization; Potency, µM (series often up to 57.7 µM), for the others: at the top dose activity change, negative = decrease; 280,000 compounds, 0.93% hits; AID 1463, 2008; further: potency means the concentration at half of the fitted maximal effect; on the % scale 0 is the no-effect control and ±100 the full control effect; nearly all actives have a fitted effect of over 55% in size
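Human tau K18 P301L (15 uM unlabeled, 0.24 uM Alexa 594-labeled) in 100 mM sodium acetate pH 7 with 20 uM heparin, 6 hr at 37 C. ThT 30 uM added, 1 hr ambient; Alexa 594 FP and total fluorescence read at 555/632 nm.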
TR SRC2 fluor cs = Total Fluorescence Counterscreen for Inhibitors of the Interaction of Thyroid Hormone Receptor and Steroid Receptor Coregulator 2; 280,000 compounds, 0.29% hits; TRb/SRC2 Texas Red total fluorescence interference; Potency, µM (doses to about 106 µM), for the others: top-dose fluorescence change, negative = quenching; active means well fitted curve in either direction with a large enough effect; inconclusive means small, poorly fitted or top-dose-only effect; further: potency means the concentration at half of the fitted maximal effect; on the % scale 0 is the no-effect control and ±100 the full control effect
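Flags fluorescent or light-absorbing compounds by total fluorescence, S + 2P, at 555 nm excitation and 632 nm emission. Mixture: 20 nM Texas Red SRC2 peptide, 0.6 uM human TRb LBD, 1 uM T3, 5% DMSO; compound exposure 5 h at ambient temperature.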
NPSR antag = qHTS Assay for Antagonists of the Neuropeptide S Receptor: cAMP Signal Transduction; Potency, µM (doses to about 38.3 µM), without a hit: at the highest dose activity change, negative = inhibition, most hits filed as inhibitors; CHO-NPSR cells, cAMP TR-FRET, antagonist mode; Q6W5P4; 220,000 compounds, 1% hits; further: potency means the concentration at half of the fitted maximal effect; on the % scale 0 is the no-effect control and ±100 the full control effect; nearly all actives have a fitted effect of over 50% in size; many of its hits are not listed in these tables
CBFb RUNX1 block = qHTS Assay for Compounds Blocking the Interaction Between CBF-beta and RUNX1 for the Treatment of Acute Myeloid Leukemia; 230,000 tested, under 10 active; Potency, µM (highest dose often 59.8 µM), without a hit: at the highest dose activity, negative = inhibition, hits mostly inhibitors; AlphaScreen CBFb-His/RUNX1-biotin binding, biochemical; AID 1477, 2009; Runt-related transcription factor 1 (Homo sapiens) + Core-binding factor subunit beta …; further: % of control where 0% means no effect
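Proteins preincubated together for 20 min at RT before compound addition; 15 min later, nickel and streptavidin beads were added and left 90 min prior to AlphaScreen measurement.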
Epigenetic reg = Quantitative High-Throughput Screen for Regulators of Epigenetic Control. 280,000 compounds, 0.2% hits. AID 1865, 2009. murine LDR cells, GFP reporter derepression, 30 h. Potency, µM (doses to about 53.9 µM), for the others: at the highest dose GFP activation, actives largely listed as activators; further: potency means the concentration at half of the fitted maximal effect; % of control where 0% means no effect; nearly all actives have a fitted effect of over 60% in size
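Reporter derepression read as number of fluorescent GFP-positive objects, 20-120 um in size, counted by laser-scanning cytometer. Mouse LDR line with an epigenetically silenced CMV-GFP locus; compound incubation 30 h, 37 C.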
Tau fibril FP = qHTS for Inhibitors of Tau Fibril Formation, Fluorescence Polarization | Microtubule-associated protein tau (Homo sapiens), P10636 | AID 1468, 2008 | 280,000 compounds, 0.39% hits | K18 P301L tau heparin fibrillization, Alexa594 FP, 6 h | Potency, µM (series often up to 57.7 µM), without a hit: top-dose activity, negative = inhibition, hits mostly inhibitors; further: potency means the concentration at half of the fitted maximal effect; on the % scale 0 is the no-effect control and ±100 the full control effect; nearly all actives have a fitted effect of over 55% in size
Target sequence (P10636 561-689 P618L limits assumed): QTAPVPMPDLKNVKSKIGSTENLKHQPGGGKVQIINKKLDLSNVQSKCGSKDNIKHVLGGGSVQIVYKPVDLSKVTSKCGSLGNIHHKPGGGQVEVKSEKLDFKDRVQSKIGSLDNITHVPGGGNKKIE
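Compound effects on tau fibrillization are measured by Alexa 594 fluorescence polarization (ex 555, em 632 nm). K18 P301L tau is used at 15 uM with 0.24 uM labeled tracer, and 20 uM heparin induces aggregation over 6 hr at 37 C.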
GLA spleen mod = qHTS Assay for Inhibitors and Activators of Human alpha-Galactosidase From Spleen Homogenate. Alpha-galactosidase A (Homo sapiens), P06280. AID 2107, 2009. Potency, µM (titrated, usually from 80 µM), without a hit: top-dose activity change, negative = inhibition, hits mostly inhibitors. human spleen homogenate, 4MU-alpha-Gal fluorescence, 40 min. 240,000 compounds, 0.008% hits;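 further: potency means the concentration at half of the fitted maximal effect; 0% = enzyme with vehicle and -100% = no enzyme basal signal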
Target sequence (P06280 32-429 limits assumed): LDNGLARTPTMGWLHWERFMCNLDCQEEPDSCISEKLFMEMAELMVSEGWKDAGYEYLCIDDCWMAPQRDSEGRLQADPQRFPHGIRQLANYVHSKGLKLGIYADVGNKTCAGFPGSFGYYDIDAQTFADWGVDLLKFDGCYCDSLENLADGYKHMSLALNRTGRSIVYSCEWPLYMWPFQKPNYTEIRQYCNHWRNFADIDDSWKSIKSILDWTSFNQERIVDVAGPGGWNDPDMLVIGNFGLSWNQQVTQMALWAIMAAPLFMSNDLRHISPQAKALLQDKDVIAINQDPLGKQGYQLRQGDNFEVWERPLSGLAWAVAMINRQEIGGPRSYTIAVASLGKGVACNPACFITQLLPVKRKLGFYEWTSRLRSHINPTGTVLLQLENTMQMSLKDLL
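Human spleen homogenate (1 ug) as enzyme source, 4-methylumbelliferyl-alpha-D-galactopyranoside 1 mM final, citrate/phosphate pH 5.0 with 0.01% Tween-20. Compounds 40 min at 37C, NaOH/glycine stop; fluorescence Ex 365/Em 440, Hill-fit AC50.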
TRb SRC2 PPI = qHTS for Inhibitors of the Interaction of Thyroid Hormone Receptor and Steroid Receptor Coregulator 2; Thyroid hormone receptor beta (Homo sapiens), P10828; TRbeta-SRC2 peptide binding, fluorescence polarization; receptor liganded with 1 µM T3; Potency, µM (series often up to 106 µM), without a hit: at the highest dose activity change, negative = inhibition, hits mostly inhibitors; 280,000 compounds, 0.065% hits; AID 1469, 2008;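 further: potency means the concentration at half of the fitted maximal effect; plate controls were bound peptide for no effect and peptide without receptor for full effect; nearly all actives have a fitted effect of over 50% in size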
Target sequence (P10828 whole entry, looked up): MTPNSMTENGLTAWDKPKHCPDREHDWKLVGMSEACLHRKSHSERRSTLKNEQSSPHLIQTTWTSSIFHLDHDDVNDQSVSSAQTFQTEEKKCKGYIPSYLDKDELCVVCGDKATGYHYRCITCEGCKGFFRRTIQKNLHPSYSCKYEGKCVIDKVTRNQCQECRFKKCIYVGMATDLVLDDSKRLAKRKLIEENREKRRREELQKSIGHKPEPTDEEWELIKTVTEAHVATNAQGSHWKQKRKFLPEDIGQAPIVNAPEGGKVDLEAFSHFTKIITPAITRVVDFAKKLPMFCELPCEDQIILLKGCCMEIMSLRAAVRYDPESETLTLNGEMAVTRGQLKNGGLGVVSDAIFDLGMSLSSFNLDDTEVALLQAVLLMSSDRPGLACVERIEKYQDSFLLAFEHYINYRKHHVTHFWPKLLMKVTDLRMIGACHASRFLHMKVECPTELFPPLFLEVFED
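Decrease in fluorescence polarization of 20 nM Texas Red SRC2 coactivator peptide flagged inhibition of its binding to 0.6 uM TRb LBD; 1 uM T3 included, incubation 5 hr, ex 555/em 632 nm.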
The depositor's hits bear a star; ? = inconclusive; nt = no result given; [ ] = dose if it differs, or a comment. Unless noted, the call rests on the fitted dose curve; in most records, active means well fitted curve in the direction sought with a large enough effect; inconclusive means small, poorly fitted or top-dose-only effect, or another doubt; inactive means no such curve, though single readings can be large; an effect the other way counts as inactive or inconclusive. The list is partial, so the mix of outcomes need not match the whole.

SMILES	Tau fluor counter	TR SRC2 fluor cs	NPSR antag	CBFb RUNX1 block	Epigenetic reg	Tau fibril FP	GLA spleen mod	TRb SRC2 PPI
COc1ccccc1-n1cc(CN2CCN(CC=C(C)C)C(CCO)C2)cn1 (stereo not given)	10.0%	-0.2%	16.8%	7.5%	1.1%	4.6%	12.9%	-1.8%
NC(=O)C1CCN(c2nc(-c3ccccc3)nc3ccccc23)CC1	-12.9%	-2.8%	-19.9%[46.1 µM]	7.5%	1.1%	2.9%	3.3%	-21.7%
O=c1c(C(c2ccccc2)c2c(O)sc3ccccc3c2=O)c(O)sc2ccccc12	-19.9%	-3.6%	10µM*	-12.0%	-1.5%	?	-9.1%	20.7%
CCn1c(C(=O)N2CCC(C(=O)N3CCN(c4cc(C)ccc4C)CC3)CC2)cc2sccc21	-12.4%	-15.9%	nt	nt	1.1%	2.3%	nt	2.5%
CCC(=O)Nc1sc2c(c1C#N)CC(C)(CC)OC2 (stereo not given)	-0.7%	2.8%	-6.3%[46.1 µM]	-2.3%	0.8%	0.5%	-4.8%	-6.3%
Cc1ccc(NC(=O)NC2CCN(CC(=O)Nc3nccs3)CC2)cc1	-3.5%	-0.7%	-15.9%[46.1 µM]	5.9%	0.7%	-1.1%	0.0%	2.0%
CC(=O)c1cccc(NC(=O)Nc2cccnc2)c1	-10.7%	0.9%	-7.1%[46.1 µM]	-9.2%	-1.0%	-4.3%	-4.5%	-1.8%
CCOC(=O)c1cccc(NC(=O)c2cnccn2)c1	-6.0%	-3.8%	-6.1%[46.1 µM]	2.6%	0.0%	-3.1%	5.4%	4.4%
c1cc(-c2nnc3n2CCCCC3)ccn1	5.7%	0.8%	-3.2%[46.1 µM]	10.4%	-0.4%	-6.3%	-7.6%	1.1%
COCCC(=O)N(Cc1ccc2c(c1)OCO2)C(C(=O)NC1CCCCC1)c1ccncc1 (stereo not given)	0.3%	0.9%	-8.7%[46.1 µM]	0.1%	-0.7%	-0.2%	-3.9%	-1.5%
CCOc1ccc(N(CC(=O)Nc2c(C)n(C)n(-c3ccccc3)c2=O)S(=O)(=O)c2ccccc2)cc1	-2.6%	-0.9%	-9.0%	14.7%	0.0%	7.3%	-13.8%	2.0%
COc1cccc(C(=O)Nc2ccc(NC(=O)C(C)C)nc2)c1	-25.4%	-4.7%	-6.9%[46.1 µM]	2.6%	-1.8%	?	11.9%	-1.6%
Cc1cc(C)c2oc(C(=O)Nc3sc4c(c3C(=O)NCc3ccco3)CCC4)cc(=O)c2c1	-2.0%	2.2%	nt	nt	-1.9%	-4.1%	nt	7.7%
CCCC(=O)Nc1nnc(-c2ccccc2)o1	2.8%	1.2%	-27.1%	8.6%	1.1%	-3.7%	5.5%	-1.0%
CC(C)OC1(c2ccccc2)OC(=O)c2ccccc21 (stereo not given)	-8.0%	-0.3%	-19.8%	16.6%	3.1%	-5.6%	5.5%	1.6%
CC12CCC=CC1C(c1ccc(F)c(/C=C/c3ccccc3)c1)N(Cc1ccccc1)C2=O (stereo not given)	nt	0.7%	nt	27.4%	nt	nt	-10.9%	-10.1%
Cn1nnnc1SCCCNCc1cc(Br)ccc1OCc1ccccc1F	-19.7%	-18.8%	nt	nt	-2.4%	-12.5%	nt	-0.4%
Cc1nc2cc3nc(C(F)(F)F)[nH]c3cc2[nH]1	-8.3%	-3.6%	6.0%	-27.5%	-0.9%	-13.1%	3.6%	-2.2%
N/C(=N\OC(=O)c1cccc2ccccc12)c1ccc(Br)cc1	9.6%	-5.3%	-22.5%	-0.8%	0.0%	2.5%	4.5%	-7.3%
CCC1OC(=O)CC(O)C(C)[C@@H](O[C@@H]2OC(C)[C@H](O[C@@H]3C[C@@](C)(O)C(O)C(C)O3)C(N(C)C)C2O)[C@H](CC=O)CC(C)C(=O)/C=C/C(C)=C/[C@@H]1COC1OC(C)C(O)C(OC)[C@@H]1OC (stereo not given in full)	-6.2%	1.1%	nt	13.7%	-0.5%	-0.1%	4.1%	-12.2%
c1ccc(Cn2nnnc2CN2CCCC2)cc1	-0.1%	-0.8%	-2.2%[46.1 µM]	2.7%	0.0%	-6.8%	-3.0%	-4.2%
CCOc1ccc(NS(=O)(=O)c2ccc3[nH]cc(C(=O)N4CCCCCC4)c(=O)c3c2)cc1	-17.8%	0.8%	nt	nt	1.3%	-1.0%	nt	1.6%
COc1ccc(C(=O)N/N=C/c2ccc(OC(=O)c3cccs3)cc2)cc1	-7.9%	-21.3%	-6.1%[46.1 µM]	-3.6%	1.0%	?	-1.9%	1.6%
CSc1nc(-c2ccc(N(C)C)cc2)c(C#N)c(=O)n1C	-16.1%	-2.1%	41.8%	26.4%	-1.2%	-4.9%	1.0%	7.9%
CCc1nc(N2CCCCC2C(=O)O)c2oc3ccccc3c2n1 (stereo not given)	-12.1%	-2.3%	23.5%[7.67 µM]	0.8%	-1.1%	-0.3%	7.4%	4.2%

The results go on.
SMILES	Tau fluor counter	TR SRC2 fluor cs	NPSR antag	CBFb RUNX1 block	Epigenetic reg	Tau fibril FP	GLA spleen mod	TRb SRC2 PPI
CC1=NN(C(=O)c2ccccc2)C(O)(c2ccc(Br)cc2)C1 (stereo not given)	-17.1%	-0.5%	-8.4%	8.7%	-2.0%	-1.9%	3.0%	-2.9%
CCC1CCC/C1=N\NC(=O)c1cc(C)[nH]n1 (stereo not given)	-0.3%	1.8%	0.5%[46.1 µM]	-1.9%	0.6%	1.5%	-9.3%	-16.2%
CCn1c(C)nc2cc(S(=O)(=O)N3CCCC3)ccc21	-5.5%	-5.9%	8.1%[46.1 µM]	11.2%	0.9%	-2.6%	4.6%	-2.5%
CCc1nc(SCC(=O)NCCc2ccccc2)c2c(=O)n(C)c(=O)n(C)c2n1	-23.4%	-0.8%	-13.0%	4.8%	0.0%	-7.8%	-4.6%	-8.0%
O=C(NCCN1CCCCC1)c1ccc(Cn2c(SCc3cccc(F)c3)nc3cccnc32)cc1	-8.3%	8.4%	nt	nt	0.0%	0.9%	nt	7.2%
CCCC(C(=O)OCC)P(=O)(c1ccccc1)c1ccccc1 (stereo not given)	-0.6%	-3.1%	-11.8%[46.1 µM]	-2.1%	-0.2%	2.7%	-7.7%	4.0%
COc1ccc(-n2nnnc2SCC(=O)NCc2ccco2)cc1OC	-1.2%	-6.1%	-29.9%[46.1 µM]	-2.6%	0.7%	-5.6%	8.4%	1.7%
CCCCCC(O)/C=C/C=C\CCCCCCCC(=O)O (stereo not given)	-12.3%	-0.9%	nt	7.7%	-1.1%	-3.3%	6.4%	-2.1%
O=C(OCc1ccc(Br)cc1)c1cccc(-c2nnc(-c3ccccc3)o2)c1	-10.0%	-2.9%	-23.7%	2.9%	-1.0%	9.0%	4.3%	-7.6%
Cc1[nH]c2ccccc2c1/C=C/c1nc2ccccc2c(=O)[nH]1	-9.2%[0.0958 µM]	-12.7%	0.9%	-4.9%	?	-2.1%[0.0958 µM]	15.0%	-1.9%
CCn1nnnc1SCC(=O)Nc1cc(OC)cc(OC)c1	-10.5%	-6.8%	-7.0%[46.1 µM]	3.5%	1.7%	-7.6%	-21.6%	-7.7%
COc1ccc(NC(=O)CN(C)CC(=O)Nc2cccc(C(F)(F)F)c2)cc1	-14.5%	-1.0%	-7.0%	0.3%	1.1%	-4.4%	7.1%	2.2%
CC1(C(=O)Nc2cccc(C(F)(F)F)c2)Cc2ccccc2C(=O)O1 (stereo not given)	-19.1%	-0.1%	nt	nt	-4.5%	-2.4%	nt	-4.7%
COc1c(C)cc(Br)cc1C(=O)Nc1cccc(-c2nc3ncccc3o2)c1	-20.5%	0.3%	-19.9%[46.1 µM]	7.5%	1.7%	-4.8%	-4.5%	9.5%
CCOc1ccc(-c2nnc(SCC(=O)Oc3ccccc3)o2)cc1	-11.9%	-2.8%	nt	nt	-2.2%	-0.6%	nt	-1.9%
O=C(c1sc(N2CCOCC2)nc1-c1ccccc1)N1CCCCC1	5.7%	0.8%	-1.4%	-3.1%	-1.0%	4.5%	-18.9%	8.4%
CC1(C)CC(N(Cc2ccco2)C(=O)Cc2ccccc2)CCO1 (stereo not given)	-7.9%	-1.6%	-10.8%[46.1 µM]	2.4%	-1.1%	-3.2%	-10.5%	-0.2%
O=C(Cc1ccccc1[N+](=O)[O-])NCc1ccco1	-4.5%	2.3%	0.3%	-3.0%	1.3%	-4.4%	3.0%	8.3%
COC(=O)Nc1nnc(Cc2ccccc2)s1	-8.1%	-1.8%	8.7%[46.1 µM]	8.7%	2.5%	-1.6%	8.9%	-3.5%
Cc1ccc(C2=NC3(CCCC3)NC2=S)cc1	6.0%	-0.9%	-6.4%	8.4%	-8.7%	-1.0%	-6.0%	5.9%
CCC1=C2CC[C@H]3C(=O)NC(=O)[C@H]3[C@H]2[C@@]2(C)C(=NCC(=O)OC)OC(=O)N2C1=O	-8.3%	-6.3%	nt	-14.5%	4.2%	1.3%	-2.1%	5.1%

One compound at a time (already shown):
CCc1nc(N2CCCCC2C(=O)O)c2oc3ccccc3c2n1 (stereo not given) as listed: Tau fluor counter: -12.1%; TR SRC2 fluor cs: -2.3%; NPSR antag: 23.5%[7.67 µM]; CBFb RUNX1 block: 0.8%; Epigenetic reg: -1.1%; Tau fibril FP: -0.3%; GLA spleen mod: 7.4%; TRb SRC2 PPI: 4.2%
Cc1ccc(NC(=O)NC2CCN(CC(=O)Nc3nccs3)CC2)cc1 as listed: Tau fluor counter: -3.5%; TR SRC2 fluor cs: -0.7%; NPSR antag: -15.9%[46.1 µM]; CBFb RUNX1 block: 5.9%; Epigenetic reg: 0.7%; Tau fibril FP: -1.1%; GLA spleen mod: 0.0%; TRb SRC2 PPI: 2.0%
